Assay outcomes from PubChem.
CIT2-GFP yeast – modulators of CIT2-GFP expression in yeast, primary screen, S. cerevisiae, GFP fusion, multiplex flow cytometry, MLPCN library | S. cerevisiae CIT2-GFP strain, 3 h; 100 means same as DMSO wells | GFP response vs DMSO, % at 10 µM | hit rate 0.065% among 320,000;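 active = GFP response relative to DMSO above a set limit, near the screen mean plus 3 SD, cut at about 150% in these data; inconclusive = Fewer than 70 cells measured for a yeast strain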;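 note: ratio of well median GFP fluorescence to mean of DMSO wells on the plate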
RPL19A-GFP yeast – RPL19A-GFP expression modulators in yeast, primary screen, cell-based, S. cerevisiae, multiplex flow cytometry, MLPCN. S. cerevisiae RPL19A-GFP strain, 3 h; active compounds read low. percent response vs DMSO, % at 10 µM. hit rate 0.3% among 330,000. AID 2025, 2009;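 active = percent response vs DMSO below 50%; inconclusive = fewer than 70 events counted for the yeast strain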;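 note: median channel GFP fluorescence of the barcoded RPL19A-GFP strain; ratio of sample median GFP to plate DMSO average so 100% = DMSO; lower means less RPL19A-GFP as with rapamycin TOR inhibition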
AHR act – AHR activators, primary screen, cell-based, luminescence, luciferase reporter, human; activation, % at 5 µM; hit rate 2.5% among 320,000; AHR-responsive luciferase reporter cells; Aryl hydrocarbon receptor (Homo sapiens), P35869; in the data active = activation above about 47%;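 note: 0% = vehicle wells and 100% = reference agonist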
Target sequence (P35869 whole entry, looked up): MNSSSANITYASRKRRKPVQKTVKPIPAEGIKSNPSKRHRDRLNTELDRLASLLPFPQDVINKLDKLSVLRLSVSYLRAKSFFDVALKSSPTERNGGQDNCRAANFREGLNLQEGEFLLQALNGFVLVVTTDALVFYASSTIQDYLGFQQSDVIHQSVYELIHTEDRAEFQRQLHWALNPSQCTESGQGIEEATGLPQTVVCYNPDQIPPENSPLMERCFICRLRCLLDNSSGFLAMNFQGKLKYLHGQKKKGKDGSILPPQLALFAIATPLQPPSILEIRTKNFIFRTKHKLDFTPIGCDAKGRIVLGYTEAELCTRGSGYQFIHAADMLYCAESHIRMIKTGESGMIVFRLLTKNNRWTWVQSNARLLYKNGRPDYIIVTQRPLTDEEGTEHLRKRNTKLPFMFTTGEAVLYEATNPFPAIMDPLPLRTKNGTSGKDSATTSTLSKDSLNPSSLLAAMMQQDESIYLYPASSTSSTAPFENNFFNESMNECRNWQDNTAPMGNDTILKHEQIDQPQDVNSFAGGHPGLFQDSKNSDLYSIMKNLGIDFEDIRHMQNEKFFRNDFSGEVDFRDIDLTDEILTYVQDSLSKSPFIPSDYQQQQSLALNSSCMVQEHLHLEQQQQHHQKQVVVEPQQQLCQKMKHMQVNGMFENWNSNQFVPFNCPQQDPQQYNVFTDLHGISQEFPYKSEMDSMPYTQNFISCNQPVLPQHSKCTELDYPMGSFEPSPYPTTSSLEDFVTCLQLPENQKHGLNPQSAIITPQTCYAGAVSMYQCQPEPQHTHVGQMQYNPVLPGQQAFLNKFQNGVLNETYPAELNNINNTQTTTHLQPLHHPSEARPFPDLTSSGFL
LAP4-GFP MLPCN – modulators of LAP4-GFP expression in yeast, primary screen, S. cerevisiae, multiplex flow cytometry, MLPCN library; hit rate 0.34% among 320,000; GFP response vs DMSO, % at 10 µM; 3 h; median GFP as percent of DMSO wells;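 active = GFP response vs DMSO above a set limit, about the screen mean plus 3 SD, cut at about 150% in these data; inconclusive = under 70 cell events counted for the yeast strain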
AGP1-GFP MLPCN – modulators of AGP1-GFP expression in yeast TOR pathway, primary screen, cell-based, multiplex flow cytometry, S. cerevisiae, MLPCN library | 3 h; GFP as percent of DMSO wells | GFP response vs DMSO, % at 10 µM | hit rate 0.02% among 320,000 | AID 2066, 2009;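 active = GFP response relative to DMSO above a set limit, near screen average plus 3 SD, cut at about 150% in these data; inconclusive = fewer than 70 cells counted for the yeast strain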;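 note: median GFP channel fluorescence of the gated AGP1 strain per well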
CR mimetic SO – reduction of superoxide in aged yeast, primary screen, HTS. hit rate 0.18% among 330,000. S. cerevisiae aged cells, superoxide DHE fluorescence; active compounds read low. superoxide response (% of plate mean), % at 10 µM;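 active = superoxide response under a set limit, about three screen SD below normal, cut at about 65% in these data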;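 note: yeast aged for seven days with compound at 30 °C before DHE staining; 100% = average MFI of all compound-treated wells on the plate with controls excluded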
Efflux pump inh – inhibitors of Candida efflux pumps in yeast, primary screen, S. cerevisiae, Nile Red, multiplex | inhibition, % at 10 µM | S. cerevisiae Candida pump triplex | hit rate 0.44% among 330,000;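 active = plate passing quality check with inhibition over a set limit, or well fluorescence over plate mean plus 4 SD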;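 note: Nile Red retained in pooled yeast measured as flow cytometry median fluorescence; 0% = buffer negative control and 100% = Enniatin B positive control; higher means more Nile Red kept so more efflux inhibition; some compounds called inactive have numbers as strong as hits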
MEP2 TOR yeast – modulators of MEP2-GFP levels in yeast, primary screen, S. cerevisiae, multiplex flow cytometry, MLPCN library; AID 2016, 2009; GFP response vs DMSO, % at 10 µM; hit rate 0.51% among 330,000; S. cerevisiae MEP2-GFP strain, 3 h; 100% = DMSO control level;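 active = GFP response versus DMSO above a set limit, roughly screen mean plus 3 SD, cut at about 180% in these data; inconclusive = fewer than 70 cells counted for a yeast strain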;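 note: median GFP fluorescence of the barcode-gated MEP2-GFP cells per well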
An asterisk follows results filed as active; ? = inconclusive; nt = not tested or not shown; [ ] = another dose, or the depositor's remark.

SMILES	CIT2-GFP yeast	RPL19A-GFP yeast	AHR act	LAP4-GFP MLPCN	AGP1-GFP MLPCN	CR mimetic SO	Efflux pump inh	MEP2 TOR yeast
CC1(C)Cc2nc3sc4c(SCC(=O)NCc5ccco5)ncnc4c3cc2CO1	97	100	-4	98	102	118	0.1	101
COc1cc(/C=C/C(=O)OCC(=O)c2ccc3c(c2)NC(=O)CO3)ccc1OC(F)F	97	96	0	99	93	107	0.2	97
COCCNC(=O)C(c1ccc(Cl)cc1)N(C(=O)CCC(=O)Nc1ccccn1)C1CCCC1 (stereo not drawn)	107	109	2	104	106	85	0.0	104
O=C(Cn1cnc2ccccc21)c1ccc(Cl)cc1	93	94	0	83	87	93	-0.1	93
O=C(Cn1c(=O)c2cccn2c2ccccc21)NCc1cccc(F)c1	101	102	-1	102	101	110	-0.4	112
COc1cc(CSC)nc(-c2ccccc2)n1	105	99	-1	97	99	100	0.0	105
O=C1/C(=C/c2cccc(F)c2)CSc2sccc21	88	96	13	98	88	92	0.1	97
CC1=C(C(=O)N2CCOCC2)C(c2cccc3ccccc23)NC(=S)N1 (stereo not drawn)	108	104	-1	102	109	107	-0.1	109
COc1ccc(/C=C/C(=O)N(CC(C)C)CC(C)C)cc1Br	96	100	1	101	92	71	-0.2	99
O=C(COC(=O)C1CC1)NCc1ccc(Cl)cc1Cl	98	97	-1	94	99	99	-0.2	95
Brc1ccccc1-c1nnc(COc2ncnc3c2cnn3-c2ccccc2)o1	95	97	10	98	94	109	0.3	101
Cc1ccc(NC(=O)c2c(O)c3ccccc3n(C)c2=O)nc1	104	105	40	99	106	101	0.0	103
CC(C)(C)c1ccc(OCCC(=O)OCC(=O)N2c3ccccc3NC(=O)C2(C)C)cc1	81	88	-3	99	99	97	-0.2	92
Cc1ccc(S(=O)(=O)N(C)CC(=O)OCC(=O)NCCN2C(=O)CSC2=O)cc1	93	93	0	95	88	112	0.1	95
CN(O)/C=c1/ccc2c(n1)C(=O)C=CC=2	116	90	14	275*	87	92	-0.1	98
CC(C)(C)c1cc(S(=O)(=O)CCc2ccccn2)cc(C(C)(C)C)c1F	104	102	-3	109	104	99	0.0	106
COc1ccc(NC(=O)c2sc3nc(N4CCOCC4)c4c(c3c2N)CCCC4)c(OC)c1	105	99	-2	102	105	102	0.0	97
Cc1ccc(S(=O)(=O)N2CC(C)N(S(C)(=O)=O)C2)cc1 (stereo not drawn)	102	103	2	105	104	105	-0.1	108
CC(=O)O[C@H]1CC[C@@]2(C)[C@@H](CC[C@@H]3[C@@H]2CC[C@]2(C)[C@@H](C(C)(C)O)C[C@@H]32)C1	93	112	2	120	101	95	-0.1	101
CCOc1ccc(CN2CCN(Cc3[nH]c4ccc(OC)cc4c3C)CC2CCO)cc1 (stereo not drawn)	94	96	1	112	98	99	0.1	105
O=C1C=C(c2ccc(Cl)c(C(F)(F)F)c2)C[C@@H](c2ccc(Cl)cc2)C1	88	101	0	104	101	87	0.5	91
COc1ccc(-c2csc(=NCCO)n2-c2ccccc2)cc1	87	101	nt	96	97	100	-0.1	101
CC1=C(C(=O)Nc2ccc(F)c(F)c2)C(c2cccs2)NC(=S)N1 (stereo not drawn)	102	113	4	117	119	96	1.8	117
COc1ccc(-c2nc3c4ccccc4ccn3c2C=O)cc1	?	?	33	?	?	99	-0.1	?
N/C(=N\S(=O)(=O)c1ccc(Cl)cc1)N1CCOCC1	97	97	0	104	100	97	-0.2	97
COc1cccc2cc(/C(C)=N/NC(=O)c3ccco3)oc12	88	98	10	115	92	95	-0.1	97
O=C(Nc1cccc(C(=O)O)c1)/C(=C\c1ccc2c(c1)OCO2)NC(=O)c1ccc(Br)o1	93	98	1	102	103	94	0.0	95
Cc1ccc(NC(=O)Cn2nc(C(=O)O)c3ccccc3c2=O)cc1S(=O)(=O)N1CCCCC1	86	96	-1	98	96	123	0.3	96
Cc1c(/C=N\NC(=O)c2csc3ccccc23)cnn1C	85	101	5	97	106	110	0.1	100
c1ccc(-c2ccncc2)nc1	95	97	0	96	98	106	-0.4	82
O=C(COC(=O)c1ccc(F)cc1Cl)NC1CCS(=O)(=O)C1 (stereo not drawn)	98	96	0	100	104	118	0.1	100
CN(C)c1ccc(C(C#N)c2ccc(Cl)cc2)nn1 (stereo not drawn)	93	93	7	99	104	107	0.2	97
CCOc1ccc(-c2nc(S(=O)(=O)c3ccccc3)c(NCc3cccnc3)o2)cc1	97	99	-2	100	100	92	-0.1	94
CCCCC(NS(=O)(=O)c1ccc(C)cc1)C(=O)Oc1ccc2c3c(c(=O)oc2c1)CCC3 (stereo not drawn)	81	94	-2	86	83	98	0.1	109
Nc1nccc(/C=C/c2c(F)cccc2Cl)n1	94	98	-9	95	91	80	-0.1	93
C/C(=N\Nc1ccccc1[N+](=O)[O-])c1ccc(N2CCOCC2)cc1	108	115	38	104	93	89	0.3	107
COc1c(C)cc(C(=O)C2CCCN(C(=O)c3ccc4[nH]ccc4c3)C2)cc1C (stereo not drawn)	109	101	2	104	106	96	0.0	104
CN1C(C(=O)NCc2ccccc2)CC2Cn3c(nc4cc5ccccc5cc43)C21 (stereo not drawn)	97	94	6	101	96	104	0.5	108
CCc1nc2ccc(C(=O)N3CCN(c4ccc([N+](=O)[O-])cc4)CC3)cc2nc1CC	?	24*[may fluoresce violet]	2	82[may fluoresce violet]	?	113	0.2	122[may fluoresce violet]
Cn1cccc1Cc1nnc(SCC(=O)NCc2ccccc2Cl)n1-c1ccc(F)cc1	101	102	2	101	102	85	0.0	107
COc1cc(OC)c(NC(=O)CN(C)S(=O)(=O)c2ccc(-c3ccc(=O)[nH]n3)s2)cc1Cl	92	90	7	90	89	100	-0.2	85
CC(C)c1ccc(S(=O)(=O)N2CCN(C(=O)c3ccncc3)CC2)cc1	103	102	-1	112	107	92	-0.1	105
Cc1ccc(/C=C/C(=O)NN2CCN(C)CC2)cc1	92	109	4	73	91	97	-0.1	101
CC1CCN(C(=O)c2cc(-c3ccco3)on2)CC1	104	102	97*	102	107	117	0.1	106
COc1ccc(Cn2nnnc2C(c2cccnc2)N2CCN(c3ccc(O)cc3)CC2)cc1 (stereo not drawn)	100	101	1	103	104	116	-0.1	100
CCOc1ccc(-c2cn3ccccc3n2)cc1	86	99	-11	108	92	111	0.3	102
CC(C)c1c(C(=O)N/N=C/c2ccc3c(c2)OCO3)nnn1-c1nonc1N	104	98	5	106	103	99	0.1	102
COc1ccccc1N1CCN(CC(O)COc2ccc(S(=O)(=O)N3CCOCC3)cc2)CC1 (stereo not drawn)	95	98	0	103	95	107	0.0	104
Fc1ccc(OCc2nc3ccccc3s2)cc1	86	93	34	102	97	123	0.1	96
Cc1sc(-n2c(C)ccc2C)c(C#N)c1C	98	102	-1	104	100	81	0.4	104
O=C(Cc1ccc([N+](=O)[O-])cc1)Nc1ccc2c(c1)C(=O)NC2=O	108	104	0	108	106	91	0.0	108
Cc1cccc(S(=O)(=O)NCCNS(=O)(=O)c2cccc(C)c2)c1	110	105	0	90	102	87	0.1	105
CC1(C)CC(=O)C(Sc2nnc(-c3ccc(O)cc3)n2CC2CCCO2)C(=O)C1 (stereo not drawn)	94	93	0	89	92	112	0.0	94
CCOC(=O)CSc1nc2ccccc2c(=O)n1CCC(=O)NCCc1ccc(OC)c(OC)c1	86	100	3	125	108	100	0.2	102
O=C(NC1CCCC1)c1ccc(CSCc2ccccc2F)o1	96	100	6	113	92	95	0.1	99
COc1ccc(-n2nnnc2SCc2nc3ccccc3s2)cc1	99	101	15	122	95	105	0.1	102
CC1(C)CC(=O)C=C(c2cccc3c2Oc2ccccc2S3)C1	101	94	1	98	94	109	0.1	92
CCn1c(-c2ccccc2)ccc(C#N)c1=O	99	102	2	102	99	91	-0.1	105
CCN(CC)CCNC(=O)c1[nH]c2ccc(OCc3ccccc3)cc2c1C	105	104	-5	94	98	110	0.1	101
CN(C)S(=O)(=O)c1ccc(N2CCCC2)c(C(=O)Nc2nc(-c3ccc(F)cc3)cs2)c1	102	104	-2	92	103	99	0.5	99

Complete entries, looked up by structure. Order of values: CIT2-GFP yeast, RPL19A-GFP yeast, AHR act, LAP4-GFP MLPCN, AGP1-GFP MLPCN, CR mimetic SO, Efflux pump inh, MEP2 TOR yeast
COc1ccc(-c2nc3c4ccccc4ccn3c2C=O)cc1 across the screens: ?, ?, 33, ?, ?, 99, -0.1, ?
COc1cccc2cc(/C(C)=N/NC(=O)c3ccco3)oc12 across the screens: 88, 98, 10, 115, 92, 95, -0.1, 97
CC1(C)CC(=O)C=C(c2cccc3c2Oc2ccccc2S3)C1 across the screens: 101, 94, 1, 98, 94, 109, 0.1, 92
CC(C)c1ccc(S(=O)(=O)N2CCN(C(=O)c3ccncc3)CC2)cc1 across the screens: 103, 102, -1, 112, 107, 92, -0.1, 105
O=C(Cn1cnc2ccccc21)c1ccc(Cl)cc1 across the screens: 93, 94, 0, 83, 87, 93, -0.1, 93

Additional records follow:
SMILES	CIT2-GFP yeast	RPL19A-GFP yeast	AHR act	LAP4-GFP MLPCN	AGP1-GFP MLPCN	CR mimetic SO	Efflux pump inh	MEP2 TOR yeast
O=C(Nc1ccc(F)cc1F)C1CCCN(c2ncnc3c2nc2n3CCCCC2)C1 (stereo not drawn)	100	100	8	97	101	112	0.0	100
CCOc1ccc(OCC)c(-c2c(=O)n(OCc3ccccc3C(=O)OC)c3ccccc3[n+]2[O-])c1	110	111	12	108	111	90	0.0	107
Clc1ccccc1Nc1nc(-c2ccncc2)nc2ccccc12	103	107	15	110	79	110	-0.1	110
CCCOc1ccc(-c2c(C(=O)N/N=C/C3CC=CCC3)nnn2-c2nonc2N)cc1 (stereo not drawn)	114	103	8	91	110	80	-0.1	108

Arranged by the number under AGP1-GFP MLPCN (falling): 3 of the compounds above
canonical_smiles,AGP1-GFP MLPCN
CCCOc1ccc(-c2c(C(=O)N/N=C/C3CC=CCC3)nnn2-c2nonc2N)cc1 (stereo not drawn),110
O=C(Nc1ccc(F)cc1F)C1CCCN(c2ncnc3c2nc2n3CCCCC2)C1 (stereo not drawn),101
Clc1ccccc1Nc1nc(-c2ccncc2)nc2ccccc12,79
